Assay outcomes from PubChem.
Rad51 HR inh: blocks human Rad51 in homologous recombination. hRad51 DNA strand exchange, fluorescence dequenching. inhibition, % at 10 µM. actives 0.085% (n = 200,000);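 active means inhibition above 40% at the single screening dose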;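 further: 0% = DMSO control wells and 100% = blanks with heterologous ssDNA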
Target sequence (Q06609 whole entry, looked up): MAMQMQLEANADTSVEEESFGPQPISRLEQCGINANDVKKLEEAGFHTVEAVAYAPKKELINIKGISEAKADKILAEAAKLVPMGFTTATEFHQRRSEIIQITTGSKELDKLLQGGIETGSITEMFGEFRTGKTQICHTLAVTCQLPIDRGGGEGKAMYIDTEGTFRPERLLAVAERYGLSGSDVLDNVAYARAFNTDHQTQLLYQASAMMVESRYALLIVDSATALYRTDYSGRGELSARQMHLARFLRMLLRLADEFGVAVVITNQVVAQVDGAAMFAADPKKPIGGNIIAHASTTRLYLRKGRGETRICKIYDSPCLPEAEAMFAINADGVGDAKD
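System: human Rad51 nucleoprotein filaments preassembled on unlabelled ssDNA. Reagent: labelled 47-mer dsDNA for strand exchange. Schedule: 30-min compound preincubation and 15-min exchange, both room temperature. Measured by: FRET fluorescence dequenching, excitation 485 nm, emission 520 nm. Read-out: Fluorescence-based percent inhibition, control- and blank-normalised. Benchmarks: plate controls and plate blanks.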
Calpain2 inh: calpain II (pig) inhibition. purified calpain II, fluorogenic peptide substrate, 30 min. inhibition, % at 16 µM. actives 0.37% (n = 220,000). AID 1236;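 active means inhibition above about 50%, limit read from the data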
Tb hexokinase: T. brucei hexokinase 1 inhibition. inhibition, % at 10 µM. actives 0.11% (n = 220,000). AID 1430. recombinant TbHK1, G6PDH-coupled NADH A340;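 active means inhibition of 50% or more in the single-dose primary screen; inactive means inhibition below 50%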
14-3-3 Bad PPI: disrupts binding of bovine 14-3-3 zeta to phospho-Bad peptide; P63103; TR-FRET 14-3-3zeta/Dy647-pBad peptide displacement, 1 h; inhibition, % at 21.7 µM; actives 0.71% (n = 220,000); AID 781;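 active means inhibition above about 70%, limit read from the data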;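 further: 0% = full 14-3-3 plus peptide FRET controls and 100% = background without 14-3-3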
eIF4E-4G inh: inhibitors of eIF4E and eIF4G interaction in translation initiation | P63073+Q04637 | TR-FRET eIF4E-eIF4GI(517-606) binding, 2 h | inhibition, % at 21.7 µM | actives 0.37% (n = 220,000) | AID 782;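 active means inhibition above about 30%, limit read from the data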;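 further: 0% = full FRET control wells and 100% = background wells lacking eIF4GI fragment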
Hck-Nef inh: blocks Nef-activated human Hck kinase; P08631; Recombinant Hck-YEEI plus Nef, Z-Lyte FRET kinase assay; inhibition, % at 20 µM; actives 0.68% (n = 220,000);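 active means Hck-Nef kinase inhibition above about 50%, limit read from the data; inactive means inhibition below that limit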;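 further: 0% = DMSO with Hck plus Nef and 100% = Hck alone without Nef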
Target sequence (P08631 whole entry, looked up): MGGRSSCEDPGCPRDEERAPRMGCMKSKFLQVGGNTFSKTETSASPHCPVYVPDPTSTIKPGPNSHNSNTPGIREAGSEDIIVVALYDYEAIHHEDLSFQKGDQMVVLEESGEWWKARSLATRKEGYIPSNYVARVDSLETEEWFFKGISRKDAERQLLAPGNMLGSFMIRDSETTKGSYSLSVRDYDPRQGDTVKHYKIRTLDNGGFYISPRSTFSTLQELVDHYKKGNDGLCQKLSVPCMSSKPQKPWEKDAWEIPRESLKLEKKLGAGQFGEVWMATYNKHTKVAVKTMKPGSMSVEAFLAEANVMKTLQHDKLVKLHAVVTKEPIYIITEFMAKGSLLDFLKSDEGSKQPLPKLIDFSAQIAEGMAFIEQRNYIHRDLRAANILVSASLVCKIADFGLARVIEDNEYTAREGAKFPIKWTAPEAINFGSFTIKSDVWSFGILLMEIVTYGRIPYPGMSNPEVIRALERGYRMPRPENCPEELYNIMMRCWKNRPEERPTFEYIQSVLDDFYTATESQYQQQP
L929 necroptosis: blocks zVAD induced death of L929 cells | viability rescue, % at 10 µM | actives 0.38% (n = 220,000) | L929 zVAD necroptosis rescue, ATP luminescence, 24 h; with zVAD 60 µM;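 active means activation, scaled between plate controls, above about 75%, limit read from the data; inactive means activation under that limit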;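 further: 0% = zVAD with DMSO and 100% = DMSO alone without zVAD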
PGE2 EP2 inh: inhibitors of human EP2 prostaglandin E2 receptor. C6 glioma cells expressing human EP2, cAMP TR-FRET; cells stimulated with saturating PGE2. inhibition, % at 25 µM. actives 0.52% (n = 260,000). AID 1422;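 active means percent inhibition above 40 after rounding to a whole number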;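 further: rat C6 glioma host cells with rolipram phosphodiesterase inhibitor present; the protocol text gives 20 µM as final concentration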
EP2 mod: modulators of human EP2 prostaglandin E2 receptor | EP2-expressing cells, cAMP HTRF FRET, PGE2 co-stimulation | induction, % at 25 µM | actives 0.83% (n = 260,000) | P43116;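 active means compounds whose cAMP rise, as percent of the full-agonist control response, exceeds 60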;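 further: rat C6 glioma line stably carrying human EP2 under a CMV promoter; the protocol text gives 20 µM as final concentration; 100% = response of wells given 1 µM PGE2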
Active calls of the source: *; / = no result given; & = joins results of further samples; [ ] = remark or other dose.

SMILES	Rad51 HR inh	Calpain2 inh	Tb hexokinase	14-3-3 Bad PPI	eIF4E-4G inh	Hck-Nef inh	L929 necroptosis	PGE2 EP2 inh	EP2 mod
Cn1cnc2c(N3CCCCC3)nccc21	1	-36	-1	-7[fluorescence artefact?]	9[fluorescence artefact?]	1	-0.7	15	7
CCC(C(=O)NCc1ccc(OC)cc1)n1nc(C)n2c(cc3occc32)c1=O (stereo not given)	-8	-21	15	2[fluorescence artefact?]	-14[fluorescence artefact?]	-1	1.1	1	-1
CC1Cc2ccccc2N1C(=O)CO/N=C/c1ccccc1OC(F)F (stereo not given)	2	12	4	1	0[fluorescence artefact?]	4	2.2	12	-12
CCOC(=O)c1c(N)sc(C(=O)Nc2ccc3c(c2)OCO3)c1C	-3	28	-9	-3	-2	-2	1.4	15	-38
C/C(NC(=O)c1cccc(F)c1)=C1/C(=O)C[C@@H]2[C@H]1C2(C)C	0	31	-11	18[fluorescence artefact?]	-7[fluorescence artefact?]	2	-0.9	4	36
CC(=O)NC(c1ccc([N+](=O)[O-])cc1)c1c(O)ccc2ccccc12 (stereo not given)	4	0	-3	-9	-1	6	0.0	7	-36
C=C/C(C)=C/CC1C(=C)CCC2C(C)(C(=O)O)CCCC12C (stereo not given)	3	8	-7	-3	-12	36	0.4	22	17
Cn1nccc1NC(=O)CC(CC(=O)O)c1ccccc1 (stereo not given)	-23	3	-8	-2	2	-4	-0.3	14	-3
Cc1cccc(C)c1NC(=S)N(CCCN1CCOCC1)Cc1cccnc1	7	0	-3	-3	2	-14	0.5	7	28
CC(C)C(=O)Nc1ccc(NC(=O)c2ccc([N+](=O)[O-])cc2Cl)cc1	-2	-14	21	-14	1	0	0.5	7	3
O=C(Cc1c(Cl)cccc1Cl)OCC(=O)N1CCc2ccccc2C1	-4	11	-7	3[fluorescence artefact?]	4[fluorescence artefact?]	4	0.1	8	13
COc1ccc(CCn2c(N)cc(=O)[nH]c2=S)cc1OC	6	-57	-3	-15	3[fluorescence artefact?]	1	0.0	14	34

5 records picked at random from the list so far:
SMILES	Rad51 HR inh	Calpain2 inh	Tb hexokinase	14-3-3 Bad PPI	eIF4E-4G inh	Hck-Nef inh	L929 necroptosis	PGE2 EP2 inh	EP2 mod
CC(C)C(=O)Nc1ccc(NC(=O)c2ccc([N+](=O)[O-])cc2Cl)cc1	-2	-14	21	-14	1	0	0.5	7	3
Cn1nccc1NC(=O)CC(CC(=O)O)c1ccccc1 (stereo not given)	-23	3	-8	-2	2	-4	-0.3	14	-3
Cc1cccc(C)c1NC(=S)N(CCCN1CCOCC1)Cc1cccnc1	7	0	-3	-3	2	-14	0.5	7	28
COc1ccc(CCn2c(N)cc(=O)[nH]c2=S)cc1OC	6	-57	-3	-15	3[fluorescence artefact?]	1	0.0	14	34
CCOC(=O)c1c(N)sc(C(=O)Nc2ccc3c(c2)OCO3)c1C	-3	28	-9	-3	-2	-2	1.4	15	-38

Following part.
SMILES	Rad51 HR inh	Calpain2 inh	Tb hexokinase	14-3-3 Bad PPI	eIF4E-4G inh	Hck-Nef inh	L929 necroptosis	PGE2 EP2 inh	EP2 mod
COC(=O)[C@H](C)NC(=O)Nc1ccc(OC)c(OC)c1	-5	-22	0	2	-1	2	0.1	13	16
CC(=O)c1cnc2c(-c3ccccc3)c(C(F)(F)F)nn2c1C	-49	-25	-10	-6	1	24	-0.7	6	37
Fc1cccc(CN2CCCCCCC2)c1	-3	-21	3	78*	1	1	3.9	3	24
CCOC(=O)N1CCN(S(=O)(=O)c2ccc(C(=O)Nc3nc4ccccc4s3)cc2)CC1	/	-83	-2	18	-24	5	-0.1	/	-15
O=C1/C(=C/c2cccs2)SC(=S)N1N1CCOCC1	17	8	-10	-4	3	6	0.8	15	-20
CC(=O)NC1=NN(C(C)=O)C(C)(CS(=O)(=O)c2ccc(C)c(C)c2)S1 (stereo not given)	-5	-39	-14	-4	6	0	0.3	12	7
Cc1nc2c(C(=O)N3CCN(c4ccccn4)CC3)cnn2c(C)c1Cc1cccc(Cl)c1	1	-50	0	-5	1	1	-0.2	6	-34
COCC(=O)N1CCCC(CNS(=O)(=O)c2ccc(OC)cc2)C1 (stereo not given)	-31	16	5	-3	1	9	-0.1	2	5
CC(C)C(=O)Nc1nc2c(c(=O)[nH]1)CCCC2	8	-24	3	-8	1	30	0.6	4	13
CC(C)OC(=O)c1cn(-c2ccccc2)nc1-c1ccc2c(c1)OCCO2	9	46	-5	-8	-2	0	-0.3	4	14
CC(C)(C)NC(=O)C1CCN(c2ccc(S(=O)(=O)N3CCOCC3)cc2Cl)CC1	0	-24	0	-11	13	17	0.5	6	-21
COc1ccc(NS(=O)(=O)c2ccc(NC(=S)NC(=O)/C=C/c3ccccc3)cc2)nn1	-2	17	-8	-1	0	1	2.1	26	-12
CCOC(=O)c1cccc(NC(=O)C2CCCO2)c1 (stereo not given)	27	-5	8	-2	1	16	0.3	11	-4
CC(C)(C)NC(=O)C(=O)NCCC1=CCCCC1	-3	7	5	-3	16[fluorescence artefact?]	4	0.0	4	-2
Cc1cccc(NC(=O)CC2NCCNC2=O)c1 (stereo not given)	9	-9	-9	-11[fluorescence artefact?]	-3[fluorescence artefact?]	0	2.6	14	5
Cc1ccc(-c2noc(-c3cc(C(C)(C)C)nn3Cc3ccccc3)n2)cc1	0	-13	-7	0	-7	9	0.3	5	43
Cc1cc(NC(=O)NC(=O)c2cccc(OC(F)(F)C(F)F)c2)n[nH]1	0	-3	-2	6	0[fluorescence artefact?]	0	0.0	8	3
CC(=O)Nc1ccccc1C(=O)C(=O)NCCc1ccccc1	-90	-8	-4	-5	5	27	0.6	6	-6
CC(C)(C)NS(=O)(=O)c1ccc(NS(=O)(=O)Cc2ccccc2)cc1	-4	-30	-9	-8	5	0	-0.7	5	0
Cc1ccc(S(=O)(=O)N2CCN(C(=O)CN3CCN(C)CC3)C2)cc1	9	-25	5	-5	-7	1	0.0	4	0
CCC(=O)Nc1sc(C(=O)Nc2ccccc2OC)c(C)c1C(=O)OC	-7	-127	1	4	-5	27	11	7&6	2&12
N#Cc1ccc(CSc2nnc(-c3ccncc3)n2CCc2ccccc2)cc1	2	20	0	-8	-2	2	-0.5	4	-2
CCN1C(=O)/C(=C\c2ccc3c(c2)OCO3)C(C(=O)OC)=C1C	-13	6	-10	-2[fluorescence artefact?]	1[fluorescence artefact?]	-2	-0.2	11	-1
Cc1nnc(SCC(=O)N2CCCc3ccccc32)[nH]c1=O	-2	17	4	2	-12	0	0.1	9	1

Limited to Rad51 HR inh, eIF4E-4G inh and 14-3-3 Bad PPI, for two of the compounds above:
structure	Rad51 HR inh	eIF4E-4G inh	14-3-3 Bad PPI
CC(=O)Nc1ccccc1C(=O)C(=O)NCCc1ccccc1	-90	5	-5
Cc1cccc(NC(=O)CC2NCCNC2=O)c1 (stereo not given)	9	-3[fluorescence artefact?]	-11[fluorescence artefact?]

Next section
SMILES	Rad51 HR inh	Calpain2 inh	Tb hexokinase	14-3-3 Bad PPI	eIF4E-4G inh	Hck-Nef inh	L929 necroptosis	PGE2 EP2 inh	EP2 mod
COc1ccc([N+](=O)[O-])cc1CSc1nnc(NC(C)=O)s1	5	3	-3	-1	-2	-18	0.1	8	3
Cc1nnc(N(C)C(=O)c2cnccn2)s1	-1	-21	0	-3	1	14	21	8	37
CCNS(=O)(=O)c1ccc(NC(=O)Cc2ccc(F)cc2)cc1	4	-1	1	3	-3	-1	0.4	6	3
CN(CC(=O)OCC(=O)NC(=O)c1cccn1C)S(=O)(=O)c1ccc(Cl)cc1	-4	-14	-1	-2	2	2	1.0	10	3
COCCN(CCOC)S(=O)(=O)c1ccc(/C(O)=C(\C#N)c2nc3ccccc3[nH]2)cc1	17	-8	-17	-13	1	2	2.4	8	6
Cc1ccc(NCC(=O)N/N=C/c2ccncc2)cc1	7	-26	-9	-7	1	20	7.9	7	0
Cc1ccc(NC(=O)C2CCCN2S(=O)(=O)c2cccc3cccnc23)cc1F (stereo not given)	6	34	5	2	1	11	0.7	13	-13
O=C(CCCOc1ccc(Cl)cc1)N1CCOCC1	-4	-21	-5	-6[fluorescence artefact?]	-2[fluorescence artefact?]	-1	-0.1	11	5
COc1ccc(OCCNc2cc(Cl)ccc2[N+](=O)[O-])cc1	-9	-23	-2	-10	-6	0	-0.2	2	-5
CCCNC(=O)NC(=O)CSc1nc2cc(C(=O)OC)ccc2c(=O)n1-c1ccccc1	6	18	-2	15[fluorescence artefact?]	0[fluorescence artefact?]	1	1.0	10	-12
Cc1ccc(-c2nnc(C)c(N3CCOCC3)n2)cc1	/	/	-7	/	/	1	0.9	11	/
Nc1nonc1OCCN1CCN(c2ccc([N+](=O)[O-])c3cccnc23)CC1	/	6	-1	2	-2	22	-0.1	8	-23

Some of the entries above, set out differently.
The line under a structure holds: Rad51 HR inh, Calpain2 inh, Tb hexokinase, 14-3-3 Bad PPI, eIF4E-4G inh, Hck-Nef inh, L929 necroptosis, PGE2 EP2 inh, EP2 mod
> Cc1ccc(NCC(=O)N/N=C/c2ccncc2)cc1
    7, -26, -9, -7, 1, 20, 7.9, 7, 0
> Cc1ccc(NC(=O)C2CCCN2S(=O)(=O)c2cccc3cccnc23)cc1F (stereo not given)
    6, 34, 5, 2, 1, 11, 0.7, 13, -13
> O=C(CCCOc1ccc(Cl)cc1)N1CCOCC1
    -4, -21, -5, -6[fluorescence artefact?], -2[fluorescence artefact?], -1, -0.1, 11, 5
> COc1ccc(OCCNc2cc(Cl)ccc2[N+](=O)[O-])cc1
    -9, -23, -2, -10, -6, 0, -0.2, 2, -5
> CCCNC(=O)NC(=O)CSc1nc2cc(C(=O)OC)ccc2c(=O)n1-c1ccccc1
    6, 18, -2, 15[fluorescence artefact?], 0[fluorescence artefact?], 1, 1.0, 10, -12
> Cc1ccc(-c2nnc(C)c(N3CCOCC3)n2)cc1
    /, /, -7, /, /, 1, 0.9, 11, /

Further structures:
SMILES	Rad51 HR inh	Calpain2 inh	Tb hexokinase	14-3-3 Bad PPI	eIF4E-4G inh	Hck-Nef inh	L929 necroptosis	PGE2 EP2 inh	EP2 mod
CCN(CC)c1ccc([C@H]2[C@@H]3CCCC[C@]3(O)CCN2CC(=O)NCc2ccco2)cc1	8	-20	-16	-7	-11	27	-0.3	4	-8
O=C(Nc1cc(=O)[nH]c2ncnn12)c1ccco1	-8	15	-6	4	-4	-3	1.6	5	-17
O=C(CCCn1c(=O)[nH]c2ccsc2c1=O)N1CCN(Cc2ccc3c(c2)OCO3)CC1	-5	21	1	-6	2	1	-0.1	5	26
COc1ccc(N2CCN(C(=O)c3ccc(NS(=O)(=O)c4cccc(F)c4)cc3)CC2)cc1	-1	0	2	-3	4	0	0.1	9	6
Cc1ccc(C(=O)NC(=S)NCC(=O)c2ccccc2)cc1	1	6	0	1	-1	-1	1.0	9	-15
COC(=O)c1nn(-c2c(C)n(C)n(-c3ccccc3)c2=O)cc1O	-6	-31	-9	-3	4[fluorescence artefact?]	0	-0.1	14	-5
Cc1sc(NC(=O)CSc2nnc(C)c(=O)[nH]2)c(C#N)c1C	-1	-30	-6	-6	-2	5	1.8	8	20

Some of the compounds tested; the hit share may differ from the screen's.
